Bioassay records (PubChem)
pPAFAH inh: inhibitors of human plasma PAF acetylhydrolase (pPAFAH); Q13093; recombinant pPAFAH, FP-rhodamine probe fluorescence polarization; inhibition, % at 3.39 µM; 330,000 compounds, 1.5% hits; AID 463082;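 active = inhibition above the mean inhibition across the screen plus 3 SD, cut at about 25% in these data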;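 also: inhibitors block binding of the rhodamine activity-based probe so polarization drops; 0% = enzyme with DMSO and 100% = wells lacking pPAFAH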
ZTA counter: blocks Epstein-Barr virus ZTA, an EBNA-1 counter-screen; ZTA-DNA binding, fluorescence polarization; inhibition, % at 11 µM; 320,000 compounds, 0.15% hits; in the data active = inhibition above about 33%
Target sequence (P03206 whole entry, looked up): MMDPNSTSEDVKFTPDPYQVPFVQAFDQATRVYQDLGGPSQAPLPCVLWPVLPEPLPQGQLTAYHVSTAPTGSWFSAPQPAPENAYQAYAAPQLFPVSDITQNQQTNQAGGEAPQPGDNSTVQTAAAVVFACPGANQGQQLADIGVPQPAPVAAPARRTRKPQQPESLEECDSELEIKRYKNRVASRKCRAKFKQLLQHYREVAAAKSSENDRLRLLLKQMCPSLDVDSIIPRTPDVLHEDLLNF
PAFAH2 inh: PAFAH2 (human) inhibition; recombinant PAFAH2, FP-rhodamine activity probe, fluorescence polarization; inhibition, % at 3.39 µM; 340,000 compounds, 0.99% hits; AID 492956;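 active = inhibition above the mean over all tested compounds plus 3 SD, cut at about 30% in these data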;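 also: inhibitors block probe labeling of enzyme so polarization drops; 0% = enzyme with DMSO and 100% = wells lacking PAFAH2 protein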
LYPLA1 inh: counter-screen for PME1 inhibitors: inhibitors of human LYPLA1 | 320,000 compounds, 0.16% hits | AID 2174 | recombinant LYPLA1, FP-Rh probe fluorescence polarization | inhibition, % at 5.9 µM;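 active = inhibition above the mean of all tested compounds plus 3 SD, set per campaign, cut at about 14% in these data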;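 also: inhibitors block serine hydrolase probe labeling of LYPLA1 so polarization falls; 0% = enzyme with DMSO and 100% = wells lacking LYPLA1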
Target sequence (O75608 whole entry, looked up): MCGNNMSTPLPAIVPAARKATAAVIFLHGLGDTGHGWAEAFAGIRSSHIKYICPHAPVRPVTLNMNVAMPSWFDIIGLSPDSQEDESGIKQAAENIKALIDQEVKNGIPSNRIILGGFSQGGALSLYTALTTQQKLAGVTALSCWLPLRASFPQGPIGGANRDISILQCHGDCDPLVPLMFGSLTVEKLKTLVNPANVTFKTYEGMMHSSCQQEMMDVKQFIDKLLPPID
PREPL inh: inhibitors of human prolyl oligopeptidase-like enzyme PREPL. AID 2751. recombinant PREPL, fluorescence polarization activity-based probe. inhibition, % at 5.96 µM. 320,000 compounds, 0.68% hits; in the data active = inhibition above about 43%;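 also: 0% = enzyme with DMSO and 100% = wells lacking enzyme; many of its hits are not listed in these tables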
PAFAH1B2 inh: blocks human PAF acetylhydrolase 1b catalytic subunit 2; P68402; recombinant PAFAH1B2, FP-rhodamine activity probe, fluorescence polarization; inhibition, % at 3.39 µM; 340,000 compounds, 1.2% hits; AID 492953;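 active = inhibition above the mean of all tested compounds plus 3 SD, cut at about 24% in these data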;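 also: 0% = enzyme with DMSO and 100% = wells lacking PAFAH1B2; many of its hits are not listed in these tables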
Target sequence (P68402 whole entry, looked up): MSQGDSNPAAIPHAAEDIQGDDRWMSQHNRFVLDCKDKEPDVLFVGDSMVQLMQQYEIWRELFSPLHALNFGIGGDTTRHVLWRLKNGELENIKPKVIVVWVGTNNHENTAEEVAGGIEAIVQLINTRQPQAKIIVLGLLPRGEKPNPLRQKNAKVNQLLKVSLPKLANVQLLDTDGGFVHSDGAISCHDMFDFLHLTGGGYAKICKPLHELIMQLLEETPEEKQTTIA
EBNA-1 inh: blocks EBNA-1 binding to DNA. EBNA-1 DNA binding, fluorescence polarization. inhibition, % at 14.8 µM. 300,000 compounds, 0.34% hits; in the data active = inhibition above about 28%
LYPLA2 inh: counter-screen for PME1 inhibitors: inhibitors of human LYPLA2; 320,000 compounds, 0.38% hits; AID 2177; O95372; recombinant LYPLA2, FP-Rh probe fluorescence polarization; inhibition, % at 5.9 µM;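 active = inhibition above the screen-wide mean plus 3 SD, limit set per campaign, cut at about 26% in these data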;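 also: 0% = LYPLA2 with DMSO and 100% = wells lacking LYPLA2 enzyme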
Target sequence (O95372 whole entry, looked up): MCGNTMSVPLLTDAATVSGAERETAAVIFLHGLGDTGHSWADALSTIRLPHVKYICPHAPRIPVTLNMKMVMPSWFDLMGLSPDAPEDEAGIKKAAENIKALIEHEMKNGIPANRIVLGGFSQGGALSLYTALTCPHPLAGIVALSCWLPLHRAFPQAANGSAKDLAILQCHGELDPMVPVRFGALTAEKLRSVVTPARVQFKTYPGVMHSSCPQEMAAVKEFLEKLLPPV
PAFAH1B3 FP inh: blocks human PAF acetylhydrolase 1B catalytic subunit 3. recombinant PAFAH1B3, FP-rhodamine probe, fluorescence polarization. inhibition, % at 3.39 µM. 340,000 compounds, 0.28% hits. AID 492972;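 active = inhibition above the screen-wide average of all tested compounds plus 3 SD, cut at about 25% in these data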;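 also: 0% = enzyme with DMSO only and 100% = wells lacking PAFAH1B3 protein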
* = called active by the depositor; · = not tested or not shown.

SMILES | pPAFAH inh | ZTA counter | PAFAH2 inh | LYPLA1 inh | PREPL inh | PAFAH1B2 inh | EBNA-1 inh | LYPLA2 inh | PAFAH1B3 FP inh
CCSC1=C(C#N)C(c2cccs2)C(C(=O)OC)=C(C)N1 (configuration not stated) | -0.2 | -14.9 | 9.2 | -3.2 | 11.7 | -2.0 | 3.9 | 7.4 | 2.6
CC(=O)Nc1ccc(/C=C2\CCc3ccccc3C2=O)cc1 | 0.4 | 4.2 | -5.8 | -3.1 | -4.7 | 1.9 | 3.1 | 0.2 | 9.7
COC(=O)C1=CN(Cc2ccc(OC)cc2)C=C(C(=O)OC)C1c1cc(OC)c(OC)c(OC)c1 | 0.2 | 17.1 | 3.4 | 5.6 | 13.9 | 14.6 | 10.6 | 2.1 | 3.2
CC(OC(=O)CCNS(=O)(=O)c1cccs1)C(=O)Nc1ccc(S(N)(=O)=O)cc1 (configuration not stated) | 0.6 | 9.1 | 2.6 | -1.4 | 18.9 | 2.6 | · | -4.1 | 7.4
CN(c1ccc(OCc2ccc([N+](=O)[O-])cc2)cc1)S(=O)(=O)c1ccccc1 | 5.8 | 5.0 | 2.2 | -3.9 | 3.4 | 8.0 | 2.5 | -2.0 | 6.5
CC(C)N1CCN(C(=O)c2ccc(OC3CCN(CCc4ccccc4)CC3)cc2)CC1 | -3.3 | -0.5 | 2.9 | 2.2 | 14.0 | -0.6 | 3.2 | 11.3 | 5.3
COc1ccc(C(=O)N2CCN(Cc3ccccc3C(F)(F)F)CC2)cc1 | 5.9 | -23.7 | 0.6 | -0.6 | -0.6 | -1.4 | -6.1 | 3.7 | 0.9
Cc1ccc(C(=O)Nc2ccc3c(c2)OCO3)cc1NC(=O)c1ccco1 | 3.1 | -3.1 | 2.8 | -2.7 | -4.3 | -2.7 | 1.7 | 0.0 | 10.1
O=[N+]([O-])c1ccc(-c2csc(NN=C3CCCC3)n2)cc1 | 5.8 | 2.0 | 3.6 | 0.3 | 15.3 | -1.3 | -11.9 | -5.0 | 2.0
Cn1c(COc2ccc3ccccc3c2)nnc1SCC(N)=O | 3.8 | 2.6 | -5.3 | -2.1 | -3.7 | 5.7 | 1.9 | -1.7 | 5.2
COCCN(C(=O)Nc1ccccc1OC)c1nc2ccccc2s1 | -0.1 | 3.4 | -7.5 | -2.6 | -7.8 | 2.9 | -6.8 | 0.9 | 8.4
CN(C)S(=O)(=O)c1ccc2oc(SCC(N)=O)nc2c1 | -6.2 | -3.9 | 4.7 | -0.7 | 21.0 | 5.2 | -4.0 | -4.3 | 0.3
Cc1nc(NCc2ccccc2)c(C(N)=O)c2c1COC(C)(C)C2 | 2.9 | 2.6 | -1.4 | 0.2 | 14.8 | 1.7 | 0.6 | -3.0 | -3.4
CCc1ccc(/C=C2\SC(=S)N(CCC(=O)Nc3cc(C)on3)C2=O)cc1 | 4.8 | 11.8 | -1.2 | 3.5 | 3.8 | -0.9 | 8.6 | 2.3 | 3.2
O=C(Nc1ccccc1)Nc1ccc(Oc2ncnc3cc(Cl)ccc23)nc1 | 7.1 | -7.5 | · | -4.4 | 1.8 | · | -4.0 | -1.5 | ·
CCN(CC)S(=O)(=O)c1ccc(NC(=O)C2CCCN(C(=O)c3ccc(Cl)cc3)C2)cc1 (configuration not stated) | -0.4 | -4.3 | -7.0 | -1.1 | 10.1 | -1.1 | -12.1 | 0.2 | 2.7
CC1(C)NC(=O)N(CC(O)COc2ccccc2[N+](=O)[O-])C1=O (configuration not stated) | 0.3 | -4.1 | · | -2.5 | -0.4 | · | -2.8 | -1.4 | ·
CC(=O)N(C1=C(N)C(=O)c2ccccc2C1=O)C(C)C | -2.4 | 6.7 | 2.1 | -1.9 | -3.0 | 11.6 | 4.0 | -1.0 | 7.5
C[C@H](CO)N1C[C@H](C)[C@@H](CN(C)S(=O)(=O)c2ccccc2)Oc2c(NC(=O)Cc3ccccc3)cccc2C1=O | 4.0 | · | 2.9 | · | 36.9 | 6.9 | · | · | -4.5
COc1ccc(-c2nn(-c3ccccc3)cc2/C=N/NC(=O)c2cccc(S(=O)(=O)Nc3ccccc3OC)c2)cc1 | -21.7 | -6.5 | -80.9 | -52.9 | -4.8 | -3.0 | 4.6 | -81.5 | -14.4
Cc1cc(C(=O)CSc2nc(N)cc(=O)[nH]2)c(C)n1CC1CCCO1 (configuration not stated) | 6.8 | · | 7.8 | · | 6.7 | 0.8 | · | · | 2.5
CC(NC(=O)c1cccc(C(F)(F)F)c1)C1CCCO1 (configuration not stated) | -2.9 | -13.8 | 5.3 | -3.8 | 0.8 | 1.0 | -2.4 | -4.3 | 11.3
CN(c1c[nH]c(=O)[nH]c1=O)C1CCCCC1 | 2.0 | -0.3 | · | -2.9 | 7.5 | · | -3.0 | -0.2 | ·
Cc1ccc(S(=O)(=O)N2[C@@H](c3ccc(Cl)cc3)C(C(=O)O)=CC[C@H]2c2ccc(C(C)C)cc2)cc1 | 3.0 | 6.8 | 15.5 | -1.5 | 18.3 | 93.0* | 6.0 | -0.4 | 7.7
COc1ccccc1N1CCN(S(=O)(=O)CCNC(=O)Cc2ccc(F)cc2)CC1 | 5.5 | -14.5 | -5.7 | 0.1 | 5.9 | 0.7 | -2.8 | 0.2 | 3.0
COc1cc([N+](=O)[O-])c(C(=O)N2CCOCC2)c([N+](=O)[O-])c1 | 1.5 | 7.2 | -3.1 | 1.2 | -10.7 | 3.8 | 3.6 | 4.7 | 13.9
Cc1cc(=S)[nH]c2ccccc12 | 5.9 | 0.9 | 5.1 | -3.4 | -0.5 | 8.4 | -2.7 | 0.4 | 9.8
O=C(COc1ccccc1)N(Cc1ccco1)C1CCS(=O)(=O)C1 (configuration not stated) | 1.2 | -0.9 | 1.8 | -0.8 | 0.1 | 2.5 | -1.6 | -0.7 | -0.6
Cc1cc(-c2nnc(-c3cc4ccccc4oc3=O)o2)c(C)n1-c1ccccc1 | 21.3 | -1.5 | 4.5 | -2.6 | -4.7 | -1.9 | 13.2 | 0.8 | 2.7
O=C(CN1CCCC1)Nc1ccccc1Sc1ccccc1 | 6.0 | -2.3 | 1.1 | 2.3 | -6.5 | 2.5 | 8.4 | 5.2 | 1.9
COc1ccc(C2NC(=O)N(C)C(C)=C2[N+](=O)[O-])cc1 (configuration not stated) | 1.2 | -10.6 | -4.0 | -0.4 | 7.5 | -1.7 | -6.2 | 6.8 | 2.4
CC(C)c1c(O)nc(SCc2ccc(F)cc2)[nH]c1=O | 3.2 | 2.6 | 1.1 | -0.9 | -3.1 | 9.4 | 4.3 | 2.6 | 6.9
O=S(=O)(Cc1cc(Sc2ccc(Cl)cc2)nc(-c2ccccc2)n1)c1ccccc1 | 0.9 | 8.5 | -3.3 | 0.8 | 1.4 | 1.9 | -0.4 | -0.4 | -1.0
Cc1cc(C(=O)O)ccc1-c1ccc(/C=C2\NC(=O)N(Cc3ccc(F)cc3)C2=O)o1 | 3.9 | 0.7 | 2.9 | -3.1 | 35.9 | 7.7 | -2.5 | -5.9 | 11.8
CSc1cccc(NC(=O)c2[nH]c(C)c(C(C)=O)c2C)c1 | 7.6 | 17.1 | -6.7 | -10.8 | 5.9 | -0.4 | 5.8 | -3.1 | 2.1
CN(C)S(=O)(=O)c1ccc2c(c1)nc1n2CCC1 | -5.4 | 7.8 | -1.4 | 2.4 | 12.4 | 0.9 | -5.3 | -3.6 | 0.7
CC(Oc1ccc2ccc(=O)oc2c1)C(=O)NCC1CCC(C(=O)O)CC1 (configuration not stated) | 1.9 | -0.1 | -2.0 | 2.8 | 7.7 | 0.4 | 0.4 | 9.4 | 3.9
Cc1ccc(S(=O)(=O)Nc2ccc3c(c2)CC(=O)N([C@H](C)CO)C[C@@H](C)[C@H](CN(C)Cc2ccc(-c4ccccc4)cc2)O3)cc1 | 19.5 | · | -2.9 | · | -57.2 | 6.2 | · | · | -7.6
Cc1ccc([N+](=O)[O-])cc1NC(=O)CCCOc1ccccc1 | 8.8 | 8.2 | 5.5 | -0.8 | 18.4 | 1.2 | -1.4 | -2.5 | -0.5
COCCCNC(=O)c1ccc2c(c1)ncn2-c1ccccc1OC | 4.7 | 8.1 | -11.8 | 2.1 | 3.3 | -0.2 | 2.0 | 12.5 | 11.7

Looked up by compound from above:
SMILES | pPAFAH inh | ZTA counter | PAFAH2 inh | LYPLA1 inh | PREPL inh | PAFAH1B2 inh | EBNA-1 inh | LYPLA2 inh | PAFAH1B3 FP inh
CC(C)c1c(O)nc(SCc2ccc(F)cc2)[nH]c1=O | 3.2 | 2.6 | 1.1 | -0.9 | -3.1 | 9.4 | 4.3 | 2.6 | 6.9
COc1ccccc1N1CCN(S(=O)(=O)CCNC(=O)Cc2ccc(F)cc2)CC1 | 5.5 | -14.5 | -5.7 | 0.1 | 5.9 | 0.7 | -2.8 | 0.2 | 3.0

(continued)
SMILES | pPAFAH inh | ZTA counter | PAFAH2 inh | LYPLA1 inh | PREPL inh | PAFAH1B2 inh | EBNA-1 inh | LYPLA2 inh | PAFAH1B3 FP inh
CC(=O)c1ccc(S(=O)(=O)N2CCNC(=O)C2)cc1 | 1.0 | · | -4.5 | · | 23.9 | 1.8 | · | · | 1.7
O=C(NCc1cccc(F)c1)c1cccc2c1C(=O)c1ccc(Cl)cc1S2(=O)=O | -1.6 | · | -11.5 | · | 15.6 | -15.3 | · | · | -17.1
CC(C)C(=O)N1CCC2(CC1)Oc1ccc(F)cc1C(=O)C21CC(c2ccc(Cl)cc2)=NO1 (configuration not stated) | -3.0 | 2.4 | -4.5 | -1.5 | -8.1 | -0.7 | -1.0 | 3.5 | 3.3
COc1ccc(F)cc1S(=O)(=O)N1CCC(C(N)=O)CC1 | 5.3 | 5.7 | -0.2 | -1.7 | -1.6 | 1.6 | -0.7 | -0.7 | 0.7
Clc1ccc(CSc2nncn2-c2ccccn2)cc1 | 1.6 | -2.2 | 3.6 | -1.7 | 7.0 | 11.0 | -10.7 | -4.5 | 2.9
CCN1CCN(C(=S)Nc2ccc(C(C)=O)cc2)CC1 | 1.8 | -10.3 | 3.6 | -2.2 | -5.2 | -0.5 | -4.0 | 5.7 | 9.1
Cc1cccc(C(=O)Nc2ccccc2C(=O)Nc2ccc(C(=O)O)cc2)c1 | 1.9 | 19.4 | 4.9 | -1.2 | -5.1 | 5.3 | -2.3 | 4.5 | 11.3
Clc1ccc(C2[C@H]3CN(CC4CCCCC4)[C@H](c4ccccc4)C34CC2(c2ccccc2)C4)cn1 (some centres not stated) | 2.9 | -9.6 | -6.6 | -1.0 | 5.6 | 6.7 | 1.0 | 1.7 | 13.8
COc1cc(OC)c(OC)cc1CNC1CCCCCC1 | 6.6 | 17.2 | -6.1 | 2.2 | 4.8 | 2.6 | 9.1 | 5.2 | -9.7
Cn1c(SCC(=O)NC2CCCCC2)nnc1-c1ccccc1F | 2.6 | -6.4 | 3.3 | 1.4 | -1.2 | -1.8 | -2.6 | -3.8 | 4.2
CN1CCC2(CC1)Nc1nc(SCc3ccc(Cl)cc3)nn1C1=C2CN(C)CC1 | 7.5 | -9.8 | 1.4 | -1.7 | 26.6 | 4.0 | -8.6 | 2.5 | -2.9
CN(C)c1nc2c(c(N)nn2-c2ccc(Cl)cc2)c(=O)o1 | -3.8 | -3.0 | 47.5* | 3.6 | 8.3 | 2.2 | -2.0 | 2.5 | 4.5
Cn1c(=O)c2c(nc(NCCNC(=O)c3ccco3)n2Cc2ccccc2F)n(C)c1=O | 6.3 | -2.8 | 8.7 | 1.5 | 6.8 | 7.9 | -5.8 | 10.1 | 8.0
COCCn1c(SCC(=O)N2CCCC2=O)nc2sc(C)c(C)c2c1=O | -0.4 | -10.8 | 3.0 | 0.8 | -13.4 | 0.6 | -15.7 | 5.7 | 0.6
CCS(=O)(=O)C1=NSC2=NC(=O)/C(=C\c3cc(C)n(-c4cccc(OC)c4)c3C)C(=N)N21 | -0.2 | -13.1 | -5.2 | -1.2 | -11.0 | 1.7 | 10.9 | -0.1 | 10.8

The list is partial, so the mix of outcomes need not match the whole.
